Bioassay records from PubChem BioAssay.
S1P4 ag: activates the human S1P4 receptor; activation, % at 4.98 µM; actives 0.35% (n = 220,000); O95977; S1P4-expressing cell line, agonist reporter assay; in the data active means activation above about 11%;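 further: 0% = DMSO vehicle and 100% = reference agonist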
p97 ATPase inh: inhibitors of human p97 ATPase; inhibition, % at 8 µM; recombinant p97 ATPase, Kinase-Glo ATP luminescence, 3 h; actives 0.42% (n = 220,000); in the data active means inhibition above about 15%;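 further: 0% = DMSO vehicle and 100% = wells lacking enzyme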
NPY-Y1 antag: NPY-Y1 (human) receptor antagonism; HEK293-CNG Y1 cells, membrane potential fluorescence; NPY at EC95, then isoproterenol; inhibition, % at 3.6 µM; actives 1% (n = 200,000); AID 1040;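 active means inhibition above the campaign mean inhibition of all tested compounds plus 3 SD, cut at about 20% in these data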;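 further: 0% = DMSO wells given NPY plus isoproterenol and 100% = isoproterenol alone without NPY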
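Material: HEK293 Y1/CNG channel cell line | Also added: NPY (25 nM), isoproterenol (1 µM), Ro 20-1724 (25 µM) | Compound: One concentration, 3.6 µM, in 0.4% DMSO | Schedule: 3 h dye uptake, 1 h room-temperature compound, 45 min post-isoproterenol | Signal: Membrane-potential fluorescent dye readout | Read-out: % inhibition of NPY effect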
PGE2 EP2 inh: inhibitors of human EP2 prostaglandin E2 receptor; C6 glioma cells expressing human EP2, cAMP TR-FRET; cells stimulated with saturating PGE2; inhibition, % at 25 µM; actives 0.52% (n = 260,000); AID 1422;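 active means percent inhibition above 40 after rounding to a whole number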;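 further: rat C6 glioma host cells with rolipram phosphodiesterase inhibitor present; the protocol text gives 20 µM as final concentration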
EP2 mod: EP2 receptor (human) modulation; induction, % at 25 µM; P43116; AID 940; actives 0.83% (n = 260,000); EP2-expressing cells, cAMP HTRF FRET, PGE2 co-stimulation;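 active means compounds whose cAMP rise, as percent of the full-agonist control response, exceeds 60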;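 further: rat C6 glioma line stably carrying human EP2 under a CMV promoter; the protocol text gives 20 µM as final concentration; 100% = response of wells given 1 µM PGE2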
S1P4 antagonist: blocks the human S1P4 receptor. O95977. S1P4-expressing cells, antagonist mode, reporter read-out. inhibition, % at 4.98 µM. actives 0.26% (n = 220,000); in the data active means inhibition above about 29%;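 further: 0% = wells stimulated with agonist and 100% = vehicle wells without agonist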
NPY1 pot ag: potentiators or agonists of human neuropeptide Y receptor Y1; NPY-Y1 expressing cells, potentiator/agonist activation; P25929; activation, % at 3.6 µM; AID 1304; actives 0.37% (n = 220,000); in the data active means activation above about 33%, passing the limit was not always enough;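 further: cells stimulated with NPY at EC10 then isoproterenol at EC100; 0% = low agonist plus stimulus and 100% = saturating agonist plus stimulus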
eIF4E 4G PPI: eIF4E/eIF4G interaction inhibition in translation initiation; P63073+Q04637; actives 0.37% (n = 220,000); inhibition, % at 21.7 µM; TR-FRET eIF4E-eIF4GI(517-606) binding, 2 h;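 active means inhibition above about 30%, limit read from the data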;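 further: 0% = full FRET control wells and 100% = background wells lacking eIF4GI fragment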
Target sequence (P63073 whole entry, looked up, the tested form may be a part): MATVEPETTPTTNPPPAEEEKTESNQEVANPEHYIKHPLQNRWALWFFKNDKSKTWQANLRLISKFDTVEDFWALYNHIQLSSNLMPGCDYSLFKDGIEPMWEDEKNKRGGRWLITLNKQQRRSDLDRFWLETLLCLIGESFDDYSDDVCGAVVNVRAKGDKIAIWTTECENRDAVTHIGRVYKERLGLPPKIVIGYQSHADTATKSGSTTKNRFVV
Target sequence (Q04637 whole entry, looked up, the tested form may be a part): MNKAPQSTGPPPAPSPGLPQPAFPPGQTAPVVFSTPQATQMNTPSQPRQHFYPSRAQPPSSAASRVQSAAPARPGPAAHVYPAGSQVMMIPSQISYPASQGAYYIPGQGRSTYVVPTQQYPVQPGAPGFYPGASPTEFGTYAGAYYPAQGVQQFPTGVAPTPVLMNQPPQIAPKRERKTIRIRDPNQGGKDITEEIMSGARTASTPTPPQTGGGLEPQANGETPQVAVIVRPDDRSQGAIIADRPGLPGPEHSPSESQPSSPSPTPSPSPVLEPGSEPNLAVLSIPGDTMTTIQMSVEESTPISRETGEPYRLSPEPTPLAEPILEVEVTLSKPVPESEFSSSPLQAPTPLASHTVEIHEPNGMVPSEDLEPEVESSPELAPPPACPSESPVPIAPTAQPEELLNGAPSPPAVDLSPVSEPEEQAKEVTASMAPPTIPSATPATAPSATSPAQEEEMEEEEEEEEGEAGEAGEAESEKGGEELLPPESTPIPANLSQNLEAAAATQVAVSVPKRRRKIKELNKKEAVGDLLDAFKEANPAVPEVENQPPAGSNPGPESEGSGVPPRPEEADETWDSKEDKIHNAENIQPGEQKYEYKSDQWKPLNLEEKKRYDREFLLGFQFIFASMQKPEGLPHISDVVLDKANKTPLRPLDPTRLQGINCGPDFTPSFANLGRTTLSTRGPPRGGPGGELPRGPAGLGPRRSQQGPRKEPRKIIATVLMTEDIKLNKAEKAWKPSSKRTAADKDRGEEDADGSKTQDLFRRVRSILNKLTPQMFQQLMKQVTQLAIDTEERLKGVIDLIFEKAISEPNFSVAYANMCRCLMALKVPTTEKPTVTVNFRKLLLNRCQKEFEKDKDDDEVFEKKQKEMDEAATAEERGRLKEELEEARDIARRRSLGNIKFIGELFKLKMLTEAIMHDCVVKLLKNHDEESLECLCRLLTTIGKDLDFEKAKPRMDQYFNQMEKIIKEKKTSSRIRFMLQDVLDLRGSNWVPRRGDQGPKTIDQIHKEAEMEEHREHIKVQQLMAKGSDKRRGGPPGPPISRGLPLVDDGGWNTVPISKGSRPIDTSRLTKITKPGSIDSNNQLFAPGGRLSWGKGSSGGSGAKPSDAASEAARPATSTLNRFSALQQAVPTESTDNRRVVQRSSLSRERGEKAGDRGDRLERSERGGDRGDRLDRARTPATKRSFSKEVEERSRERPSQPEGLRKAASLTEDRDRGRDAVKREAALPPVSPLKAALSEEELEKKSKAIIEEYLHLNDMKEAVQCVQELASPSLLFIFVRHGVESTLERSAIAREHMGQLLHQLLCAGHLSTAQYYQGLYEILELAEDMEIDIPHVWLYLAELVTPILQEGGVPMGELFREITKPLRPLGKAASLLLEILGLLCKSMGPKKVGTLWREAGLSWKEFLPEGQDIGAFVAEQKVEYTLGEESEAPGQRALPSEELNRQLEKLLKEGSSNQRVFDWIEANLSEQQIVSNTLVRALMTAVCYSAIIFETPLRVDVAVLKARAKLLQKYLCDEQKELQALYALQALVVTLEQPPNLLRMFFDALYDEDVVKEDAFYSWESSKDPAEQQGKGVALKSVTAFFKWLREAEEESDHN
NPY2 pot ag: human NPY-Y2 potentiation or agonism, primary screen. cells expressing NPY-Y2, potentiator/agonist read-out. activation, % at 3.6 µM. actives 0.45% (n = 220,000). AID 1359; in the data active means activation above about 27%;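 further: cells stimulated with NPY near EC25 plus isoproterenol at EC100; 0% = vehicle plus submaximal agonist and 100% = vehicle plus saturating agonist; some results beyond the cut were filed as inactive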
An asterisk follows results filed as active; nt = not tested or not shown; & = joins results of further samples; [ ] = another dose, or the depositor's remark.

Screens by letter – A = S1P4 ag; B = p97 ATPase inh; C = NPY-Y1 antag; D = PGE2 EP2 inh; E = EP2 mod; F = S1P4 antagonist; G = NPY1 pot ag; H = eIF4E 4G PPI; I = NPY2 pot ag
molecule: O=C(CCN1C(=O)C2CC=C(Cl)CC2C1=O)NCc1ccco1 (configuration not stated)
  A: -1.4; B: -2.8; C: -4.0; D: 10.7; E: -19.2; F: -16.5; G: 3.8; H: 6.3[fluorescence artefact?]; I: -22.2
molecule: CCCN1C(=O)/C(=C/c2nc3ccccc3c(=O)[nH]2)c2ccccc21
  A: 0.4; B: 2.0; C: 6.5; D: 6.7; E: -1.1; F: -6.3; G: 15.2; H: 2.5; I: 1.3
molecule: CC(=O)c1c(C)[nH]c(C(=O)OCCOc2ccccc2)c1C
  A: 1.8; B: 0.1; C: -7.6; D: 2.6; E: -75.9; F: -23.0; G: 20.1; H: 0.1; I: 2.9
molecule: Cc1cccc(Cn2c(O)c(N=NC(=S)Nc3ccccc3F)c3ccccc32)c1
  A: 0.2; B: 2.2; C: -0.7; D: 3.3; E: -13.6; F: -4.5; G: 2.8; H: 3.9; I: -21.2
molecule: Nc1nc(-c2ccccc2)nc(-c2ccccc2O)n1
  A: 9.3; B: 4.8; C: -6.8; D: 8.8; E: nt; F: -24.3; G: -0.1; H: nt; I: -3.7
molecule: CN1C(=O)CC(C(=O)O)SC1=Nc1cc(Cl)cc(Cl)c1 (configuration not stated)
  A: 0.9; B: 3.0; C: -0.1; D: 11.4; E: 34.9; F: -12.7; G: 13.3; H: -0.2[fluorescence artefact?]; I: 4.4
molecule: O=C(NCCc1ccccc1)C1CC(=O)N(C2CCCCCC2)C1 (configuration not stated)
  A: -0.9; B: -0.6; C: 0.6; D: 4.1; E: 18.3; F: -1.5; G: -4.2; H: 4.1; I: -16.8
molecule: Cc1ccc(S(=O)(=O)NCCCCCC(=O)NC(C)(C)CO)cc1
  A: -0.7; B: -7.6; C: 11.5; D: 9.0; E: 7.1; F: 10.4; G: -0.7; H: 0.7; I: 0.1
molecule: C=CCc1cccc2cc(C(=O)N3CCN(C(=O)OCC)CC3)c(=O)oc12
  A: -0.9; B: 10.2; C: -2.1; D: 5.2; E: 22.5; F: -6.7; G: -9.5; H: 3.4; I: -2.0
molecule: COc1cc(/C=N/NC(=O)c2cc(C)oc2C)cc(OC)c1OC
  A: 0.5; B: 4.4; C: 4.6; D: 12.2; E: -52.6; F: -27.2; G: 6.8; H: -1.3; I: -2.7
molecule: CCOc1ncccc1C(=O)OCC(=O)c1ccccc1Br
  A: -0.2; B: 0.1; C: 9.1; D: 4.0; E: 15.9; F: -18.1; G: 4.9; H: -1.1; I: 11.8
molecule: O=C1CC(C(=O)N(c2ccccc2)C(C(=O)NC2CCCC2)c2ccncc2)CS1 (configuration not stated)
  A: 0.0; B: 4.5; C: -0.4; D: 8.4; E: 32.9; F: -12.6; G: -1.2; H: 0.8; I: 3.5
molecule: CC(=O)NC(CC(=O)NC(C)c1ccc(Cl)cc1Cl)c1ccccc1 (configuration not stated)
  A: 0.0; B: 5.2; C: 5.5; D: 2.4; E: -24.9; F: -18.7; G: -7.2; H: -1.4; I: 1.6
molecule: O=C(NCc1nc2ccccc2[nH]1)c1ccc(S(=O)(=O)N2CCOCC2)cc1
  A: 0.2; B: 3.0; C: -6.6; D: 7.9; E: -0.3; F: -4.2; G: 24.1; H: -3.0[fluorescence artefact?]; I: -7.5
molecule: Cc1nc(NCCCn2ccnc2)c2oc3ccccc3c2n1
  A: -0.2; B: 5.2; C: 2.8; D: 19.8; E: -12.7; F: -9.8; G: -13.6; H: 5.1; I: 12.4

New compounds follow.
Screens by letter – A = S1P4 ag; B = p97 ATPase inh; C = NPY-Y1 antag; D = PGE2 EP2 inh; E = EP2 mod; F = S1P4 antagonist; G = NPY1 pot ag; H = eIF4E 4G PPI; I = NPY2 pot ag
molecule: NC(=O)C1(NC(=O)[C@@H]2CC3(CC(c4cccc(NC(=O)c5cc([N+](=O)[O-])cc([N+](=O)[O-])c5)c4)=NO3)CN2C(=O)c2ccccc2)CC1 (some centres not stated)
  A: -1.4; B: 0.6; C: -0.8; D: 1.6; E: 6.2; F: 4.5; G: 8.8; H: -3.8; I: 1.0
molecule: COc1ccc(N(CC(=O)Nc2cccc(SC)c2)S(C)(=O)=O)cc1
  A: 0.8; B: 3.6; C: -6.1; D: 1.0; E: -29.6; F: -2.6; G: 14.9; H: 6.6; I: 7.0
molecule: COCCCNC(=O)Cn1nnc(-c2ccc(NC(=O)c3ccccc3F)cc2)n1
  A: -1.1; B: 0.5; C: 1.0; D: 17.0; E: -2.6; F: -11.7; G: -5.8; H: 3.3; I: 12.4
molecule: Cn1c(=O)n(C)c2cc(/C=N/NC(=O)c3cccc(Br)c3)ccc21
  A: -0.9; B: 3.0; C: 1.1; D: 15.9; E: -1.7; F: -5.5; G: -7.2; H: 0.9[fluorescence artefact?]; I: -0.4
molecule: COC(=O)Cc1c(O)ccn(Cc2ccc(OC)c(OC)c2)c1=O
  A: -1.2; B: 1.6; C: 2.6; D: 3.5; E: 6.2; F: 3.9; G: -9.3; H: -2.5; I: 4.5
molecule: C=CCN=c1scc(-c2ccco2)n1/N=C/c1ccc(O)c(O)c1O
  A: 6.7; B: 10.1; C: nt; D: 18.0; E: -37.5; F: -12.1; G: 35.1; H: 6.3; I: 22.9
molecule: CCOC(=O)C(=O)/C(C#N)=C/Nc1ccc(Cl)cc1
  A: -0.5; B: 5.2; C: -0.6; D: 9.2; E: 18.6; F: -13.3; G: -15.1; H: -1.5[fluorescence artefact?]; I: 0.5
molecule: CCOC(Cn1c(CCCO)nc2ccccc21)OCC
  A: -0.8; B: 1.6; C: -2.2; D: 4.5; E: -10.7; F: -18.7; G: 13.3; H: 6.7; I: 5.9
molecule: Cc1c(C(=O)OCC(=O)N2CC(C)OC(C)C2)oc2ccc(Br)cc12 (configuration not stated)
  A: -1.5; B: 0.5; C: 7.3; D: 6.3; E: 2.8; F: 11.5; G: -2.6; H: -0.4; I: -0.1
molecule: COc1ccc(C2=NN(c3nc(C)cc(C)n3)C(=O)C2)cc1
  A: 1.8; B: 6.5; C: -0.6; D: 2.5; E: 22.2; F: -15.4; G: 0.5; H: 1.6; I: 11.8
molecule: CC(=O)N1CCN(S(=O)(=O)c2ccc(S(=O)(=O)NCC(C)C)cc2)CC1
  A: 0.7; B: -2.4; C: 2.4; D: 3.9; E: -12.5; F: 6.5; G: -4.2; H: 1.3; I: -13.2
molecule: CCOC(=O)C1CC(c2ccc(Cl)cc2)=NNC1=O (configuration not stated)
  A: -1.4; B: 4.9; C: 1.2; D: 4.2; E: 13.6; F: 5.2; G: 6.4; H: -3.7; I: -1.2
molecule: CCOCCCNc1ccc(N2C(=O)C3CCCCC3C2=O)cc1[N+](=O)[O-] (configuration not stated)
  A: -0.7; B: 3.9; C: 2.2; D: 2.7; E: -68.9; F: -3.3; G: 12.2; H: 4.3; I: -4.8
molecule: O=S(=O)(Nc1cccc(Oc2cnccn2)c1)c1ccc(F)cc1
  A: -1.4; B: 2.7; C: -1.8; D: 8.3; E: 42.8; F: -15.5; G: 2.8; H: -2.4; I: 10.0
molecule: Cc1[nH]n2c(=O)c3c(nc2c1-c1cccc2ccccc12)CCC3
  A: -2.9; B: -0.3; C: 13.8; D: 16.8; E: -16.8; F: -7.1; G: -43.1; H: 2.1; I: -23.2

Following part.
Screens by letter – A = S1P4 ag; B = p97 ATPase inh; C = NPY-Y1 antag; D = PGE2 EP2 inh; E = EP2 mod; F = S1P4 antagonist; G = NPY1 pot ag; H = eIF4E 4G PPI; I = NPY2 pot ag
molecule: O=C(c1cnc2n(c1=O)CCS2)N1CCN(c2ccc([N+](=O)[O-])cc2)CC1
  A: 0.1; B: -4.1; C: 5.3; D: 13.2; E: 2.7; F: 10.0; G: -5.2; H: 1.8; I: 0.3
molecule: Cc1ccc(CCNS(=O)(=O)c2ccc(C)cc2)cc1
  A: -1.5; B: -8.9; C: 2.5; D: 3.5; E: -10.5; F: -6.1; G: -38.5; H: 0.3; I: -31.8
molecule: NC(=O)NCc1ccccc1Cl
  A: 0.5; B: 5.8; C: 2.6; D: 5.3; E: 11.2; F: 10.4; G: -7.6; H: 3.1; I: 0.5
molecule: CC(C)CNC(=O)c1cc(-c2ccco2)on1
  A: 1.4; B: -1.1; C: -3.4; D: 6.9; E: -22.5; F: -8.7; G: -10.8; H: -2.6; I: -18.8
molecule: O=C(Cn1cc([N+](=O)[O-])cn1)Nc1cccnc1
  A: 0.0; B: 2.4; C: 4.3; D: 5.5; E: -0.3; F: -16.5; G: 7.0; H: -1.3; I: 12.1
molecule: O=C(COc1ccc(S(=O)(=O)NCc2ccccc2)cc1Cl)NCC1CCCO1 (configuration not stated)
  A: 1.6; B: -4.5; C: 1.4; D: 0.2; E: -2.1; F: 3.8; G: 5.4; H: 4.3; I: -8.4
molecule: CC(C)c1ccc(C(C(=O)NC2CCCCC2)N(C(=O)c2ccccn2)c2cccnc2)cc1 (configuration not stated)
  A: 0.6; B: 3.7; C: -3.2; D: 6.0; E: 15.9; F: 16.2; G: 16.5; H: 4.6; I: -4.7
molecule: Cc1cccc(N2CCN(C(=O)c3ccc(CS(=O)(=O)c4ccccc4C)o3)CC2C)c1 (configuration not stated)
  A: 1.5; B: -8.6; C: 11.1; D: 11.3; E: -17.8; F: -8.0; G: -11.5; H: -0.3; I: 8.7
molecule: N#Cc1c(-c2ccccc2)cc2nc3ccccc3n2c1N
  A: 1.5; B: 9.8; C: 0.0; D: 8.6; E: -15.5; F: 0.9; G: -26.8; H: 4.1; I: -3.2
molecule: O=C(CN1C(=O)C2CC=CCC2C1=O)OCCN1C(=O)c2ccccc2C1=O (configuration not stated)
  A: -2.2; B: 4.6; C: 4.8; D: 15.4; E: 4.3; F: -0.1; G: 5.3; H: 2.0[fluorescence artefact?]; I: 12.0
molecule: O=C(O)c1cc(-c2ccc(/C=N/Nc3ccc([N+](=O)[O-])cn3)o2)ccc1Cl
  A: -0.6; B: 1.6; C: 0.6; D: 7.2; E: -21.9; F: -3.0; G: -12.0; H: 0.6; I: 6.0
molecule: Cc1ncc([N+](=O)[O-])n1CCOC(=O)C12CC3CC(CC(C3)C1)C2
  A: 1.5; B: 2.3; C: 1.9; D: 5.2; E: 3.9; F: -5.0; G: 4.4; H: 3.2; I: -10.4
molecule: Cc1ccc(C(=O)SC2=NCCS2)cc1
  A: -0.6; B: 2.7; C: -3.7; D: 12.5; E: 52.7; F: -34.4; G: -2.9; H: 4.9; I: -0.2
molecule: Cc1cccc(NC(=O)Nc2ccc(S(N)(=O)=O)cc2)c1
  A: 0.1; B: 4.2; C: nt; D: 10.4; E: -32.8; F: 10.2; G: 6.0; H: -1.2; I: -23.4
molecule: Cc1cc(Cl)ccc1NC(=O)C1CCN(S(C)(=O)=O)CC1
  A: 2.6; B: -1.7; C: -0.7; D: 6.0&3.4; E: -6.6&-8.7; F: 1.9; G: -0.2; H: 1.1; I: -7.1
molecule: O=C(Nc1ccccc1C(=O)NC1CCCCC1)c1ccco1
  A: 1.6; B: 0.0; C: 0.0; D: 11.5; E: 29.1; F: -21.4; G: -16.5; H: 4.6; I: -5.3
molecule: CCCCC1(C)NC(=O)N(CC(=O)Nc2ccc(S(=O)(=O)N3CCOCC3)cc2)C1=O (configuration not stated)
  A: 2.0; B: -7.5; C: 5.8; D: 0.9; E: 5.0; F: -6.4; G: -16.8; H: 0.0; I: 7.5
molecule: Cc1cccc(N2C(S)=C(C#N)C(=O)NC2c2ccco2)c1 (configuration not stated)
  A: 0.7; B: -0.4; C: 7.2; D: 13.5; E: -4.2; F: -9.0; G: -5.4; H: 3.3; I: 3.1

Only part of the results is shown. The share of hits here may be higher or lower than overall.
